High-throughput results as filed in PubChem BioAssay.
ST2 inh – IL1RL1 inhibition | Q01638 | AlphaLISA ST2-Fc/biotin-IL-33 interaction, 1 h | inhibition, % for hits at 17 µM | actives 2.3% (n = 78,000) | AID 1259354; in the data active means inhibition above about 30%; inconclusive means mostly about 10% to 28%
Target sequence (Q01638 whole entry, looked up): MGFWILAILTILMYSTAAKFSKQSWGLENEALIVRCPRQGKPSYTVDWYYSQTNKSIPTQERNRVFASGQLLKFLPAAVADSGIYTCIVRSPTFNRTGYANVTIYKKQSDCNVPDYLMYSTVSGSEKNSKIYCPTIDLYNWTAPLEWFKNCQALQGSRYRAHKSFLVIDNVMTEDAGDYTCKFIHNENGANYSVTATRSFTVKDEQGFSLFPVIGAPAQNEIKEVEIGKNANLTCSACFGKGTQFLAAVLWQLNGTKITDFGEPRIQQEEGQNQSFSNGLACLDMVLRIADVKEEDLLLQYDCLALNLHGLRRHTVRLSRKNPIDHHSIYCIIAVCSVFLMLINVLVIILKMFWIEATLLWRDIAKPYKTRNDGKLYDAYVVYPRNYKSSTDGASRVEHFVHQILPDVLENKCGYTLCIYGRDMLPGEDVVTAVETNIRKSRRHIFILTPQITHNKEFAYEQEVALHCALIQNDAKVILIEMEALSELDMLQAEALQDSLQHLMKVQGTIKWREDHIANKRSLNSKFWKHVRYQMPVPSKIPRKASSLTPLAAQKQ
An asterisk follows results filed as active; i = inactive; ? = inconclusive.

SMILES | ST2 inh
O=C(c1cc(-c2ccc(Cl)cc2)on1)N1CCc2ccccc2C1 | i
Cc1cccn2cc(COc3cccc([N+](=O)[O-])c3)nc12 | ?
Cc1ccc(C2C(C#N)=C(N)Oc3c2sc2ccccc32)o1 (stereo not given) | 39%*
COCC1(C(=O)N2CCC(c3ccccc3C(=O)O)C2)CCC1 (stereo not given) | ?
O=C(Nc1scc(-c2ccc(F)cc2)c1C(=O)O)c1ccco1 | ?
c1ccc(C(CCn2ccnc2)NC2CCCCCC2)cc1 (stereo not given) | ?
N#CC1=C(N)Oc2cc(O)ccc2C1c1cccc(Cl)c1Cl (stereo not given) | ?
O=C(NCC1(Cn2cccn2)CC1)C1CCCN(Cc2ccco2)C1 (stereo not given) | i
CCOC(=O)c1c(C)oc2cc(Br)c(OCc3ccccc3)cc12 | i
Cc1ccc([N+](=O)[O-])cc1S(=O)(=O)N1CCCC(C)(C)C1 | ?
O=C(O[C@@H]1O[C@@H]2COC(=O)c3cc(O)c(O)c(O)c3-c3c(cc(O)c(O)c3O)C(=O)O[C@H]([C@H]1O)[C@@H]2O)c1cc(O)c(O)c(O)c1 | i
CC1CCCC(NC(=O)C2CCN(S(C)(=O)=O)CC2)C1C (stereo not given) | i
COc1ccccc1-n1cnc2cc(NCc3ccc(N(C)C)cc3)ccc21 | ?
Cc1ccnn1CC(=O)N1CCCC(CCc2ccccc2C(F)(F)F)C1 (stereo not given) | ?
Cc1c(Cl)c([N+](=O)[O-])nn1CCCC(=O)Nc1ccc(Cl)cc1Cl | ?
O=S1(=O)CCC(N=Cc2ccc(-c3ccc(Cl)cc3)o2)C1 (stereo not given) | ?
O=C(CCCN1CCC(O)(c2cccc(C(F)(F)F)c2)CC1)c1ccc(F)cc1 | ?
COc1ccc(C2=NN(/C(C)=C/C(C)=O)C(c3cccc([N+](=O)[O-])c3)C2)cc1 (stereo not given) | ?
O=C(c1c(F)cccc1F)N1CCN=C1SCc1cccnc1 | i
CC1CC(C)CN(C2CC(=O)N(c3ccc(Br)cc3Br)C2=O)C1 (stereo not given) | i
CCc1ccc(N2C(=O)Nc3ccc(Br)cc3C2(O)C(=O)NC(C)CC)cc1 (stereo not given) | i
Cc1ccoc1C(=O)NCCc1csc(C(C)C)n1 | ?
Cc1c(Cl)c([N+](=O)[O-])nn1CCCC(=O)N(Cc1ccccc1)c1ccccc1 | ?
C[C@H](NC(=O)/C(C#N)=C/c1ccc(O)c(O)c1)c1ccccc1 | ?
COc1ccccc1CNC(=O)C1CC(=O)N(c2ccc(Br)cc2)C1 (stereo not given) | i

Exported as labelled records: part of the list above
> Cc1ccc([N+](=O)[O-])cc1S(=O)(=O)N1CCCC(C)(C)C1
  ST2 inh = ?
> O=C(O[C@@H]1O[C@@H]2COC(=O)c3cc(O)c(O)c(O)c3-c3c(cc(O)c(O)c3O)C(=O)O[C@H]([C@H]1O)[C@@H]2O)c1cc(O)c(O)c(O)c1
  ST2 inh = i
> CC1CCCC(NC(=O)C2CCN(S(C)(=O)=O)CC2)C1C (stereo not given)
  ST2 inh = i

Shown with tabs: two of the compounds above
Molecule	ST2 inh
O=C(CCCN1CCC(O)(c2cccc(C(F)(F)F)c2)CC1)c1ccc(F)cc1	?
COc1ccc(C2=NN(/C(C)=C/C(C)=O)C(c3cccc([N+](=O)[O-])c3)C2)cc1 (stereo not given)	?

Continuation:
SMILES | ST2 inh
O=C(CCCOc1ccc(Cl)cc1)Nc1cccc(C(=O)O)c1 | i
COc1ccc(NC(=O)c2cc3c(=O)n4cccc(C)c4nc3n2C)c(OC)c1 | i
CCCSC1=C(C#N)C(c2ccco2)C(C(=O)Nc2ccccc2OC)=C(C)N1 (stereo not given) | i
COc1ncccc1-c1ccc(CN2CCCC2)cc1 | i
Cc1noc(-c2cc(Br)cc(Br)c2O)n1 | ?
COc1ccc(OC)c(S(=O)(=O)Nc2ccc(F)c(Cl)c2)c1 | i
O=C(c1cc(-c2ccc(F)cc2)on1)N1CCCCC1 | i
Cc1ccc(Cl)cc1N1CCN(S(=O)(=O)c2c(C)[nH]c(=O)[nH]c2=O)CC1 | i
CCCCOc1ccc(NC(=O)c2cncc(Br)c2)cc1 | i
CCCCC(C)C(OC(=O)CC(CC(=O)O)C(=O)O)C(CC(C)CCCCCCC(O)CC(O)C(C)NC(C)=O)OC(=O)CC(CC(=O)O)C(=O)O (stereo not given) | i
COc1c(C)c(C(C)(O)/C=C(\C)C(O)/C(C)=C/C2(C)OC(C)C3(C)OC23)oc(=O)c1C (stereo not given) | i
Cc1nn(-c2ccccc2)c(Cl)c1C(=O)Nc1ccc(Cl)cc1 | i
CC1CCc2c(sc3nc4c5ccccc5c(Cl)nn4c(=O)c23)C1 (stereo not given) | i
CCCCS(=N)(=O)CC[C@H](N)C(=O)O (stereo not given in full) | i
CC(C)(C)n1cnc2cc(NCc3ccc(Br)cc3)ccc21 | ?
CN(CCCc1cnn(C)c1)C(=O)c1scc2c1CCCC2 | ?
COc1ccc(C(=O)NC[C@@H]2C=C(C)[C@H](CC(=O)N3CCOCC3)C[C@H]2C(C)C)cc1 | ?
O=C(Nc1ccccc1-c1ccccc1NC(=O)c1ccccc1Cl)c1ccccc1Cl | i
COc1ccc(-n2ncc3c(Nc4ccc(Br)cc4)ncnc32)cc1 | i
CCN(Cc1noc(C2CC2)n1)C(=O)c1ncoc1C1CC1 | i
COc1ccccc1OC(C)(C)C(=O)N1CCOC2(CNCCOC2)C1 (stereo not given) | i
Cc1c(NC(=O)CCc2ccc(C3CC3C)o2)c(=O)n(-c2ccccc2)n1C (stereo not given) | i
Cc1c(CCNC(=O)CC2COCCN2)c2cccc3c2n1CCC3 (stereo not given) | i
Cc1ccc(CNC(=O)C2CCCN2C(=O)c2ccc(-c3noc(C)n3)cc2)cc1 (stereo not given) | ?
C=CCN(Cc1ccccn1)C1CCN(C(C)=O)CC1 | i

Four of the compounds above, as labelled records:
COc1ccc(-n2ncc3c(Nc4ccc(Br)cc4)ncnc32)cc1
  ST2 inh: i
CCN(Cc1noc(C2CC2)n1)C(=O)c1ncoc1C1CC1
  ST2 inh: i
COc1ccccc1OC(C)(C)C(=O)N1CCOC2(CNCCOC2)C1 (stereo not given)
  ST2 inh: i
Cc1c(NC(=O)CCc2ccc(C3CC3C)o2)c(=O)n(-c2ccccc2)n1C (stereo not given)
  ST2 inh: i

The list goes on.
SMILES | ST2 inh
CN(C)c1ccc(C2C(=C(O)c3ccccc3)C(=O)C(=O)N2CCCO)cc1 (stereo not given) | i
O=C(NCCCN1CCCC1)c1ccc2c(Cl)c3c(nc2c1)CCCC3 | i
CCOC(=O)C1(Cc2ccc(Cl)cc2)CCN(C(=O)c2ccc3nccnc3c2)CC1 | i
COc1ccc(/C=N\OCC(=O)Nc2sc3c(c2C#N)CC(C)(C)NC3(C)C)cc1 | i
CCc1ccc(CN(C)C(=O)c2nc3c(C)cccn3c2F)nc1 | ?
Cn1c(=NC(=O)c2cc(=O)c3ccccc3o2)sc2cc(Br)ccc21 | ?
CCCCS(=O)(=O)/C=C\C1[C@@H]2C=C[C@@H](C2)[C@H]1S(=O)(=O)CCCC (stereo not given in full) | i
CCOC(=O)c1c(C)n(-c2ccccc2)c2c1cc(OC(C)=O)c1ccccc12 | i
O=[N+]([O-])c1ccccc1CN1C[C@H](O)C[C@H]1c1nc(C2CC2)no1 | i
Cc1[nH]c(-c2ccccc2)nc1C(=O)N1CCc2c(ncnc2N(C)C)C1 | i
COc1ccccc1N1C(=O)C2C(c3cccs3)NC(Cc3ccccc3)(C(=O)O)C2C1=O (stereo not given) | i
COc1ccc(CN2Cc3[nH]cnc3C[C@H]2C(=O)N2CCC(Cc3ccccc3)CC2)cc1 | i
COc1ccc(Cc2nnc(NC(=O)COc3ccccc3)s2)cc1OC | i
Cc1cc(NC(=O)c2noc3c2CC(C)CC3)n(-c2ccccc2)n1 (stereo not given) | i
CN(Cc1ccc(C(=O)Nc2ccc3c(c2)CCC3=O)cc1)C1CCOCC1 | ?
O=C(Cn1cnc2ccccc2c1=O)c1ccccc1 | ?
COc1ccc(Br)cc1C1C(C#N)=C(N)Oc2c1c(C)nn2-c1ccccc1 (stereo not given) | i
COc1ccc(NC(=O)CSc2nc(N)nc(SC)c2C#N)cc1 | ?
COc1cc2c(cc1OC)C(COc1ccc3c(C)cc(=O)oc3c1)N(C(=O)c1ccco1)CC2 (stereo not given) | i
CC(C)c1cc(C(=O)NC2CCCC2)no1 | i
Nc1cc(=O)[nH]c(SCc2ccc(Cl)cc2Cl)n1 | i
O=c1[nH]c(-c2ccccc2)cn1-c1ccc(Br)cc1 | ?
CCC(C)N(Cc1ccncc1)Cc1ccc2c(C)cc(=O)oc2c1 (stereo not given) | i
Cc1cc(C)nc(NS(=O)(=O)c2ccc(N)cc2)n1 | i
Cc1[nH]c2c(c1C(=O)N1CCCC3(CN(C)C(=O)O3)C1)C(=O)CCC2 (stereo not given) | i

Structural class: those above with a CF3 group (2)
SMILES | ST2 inh
Cc1ccnn1CC(=O)N1CCCC(CCc2ccccc2C(F)(F)F)C1 (stereo not given) | ?
O=C(CCCN1CCC(O)(c2cccc(C(F)(F)F)c2)CC1)c1ccc(F)cc1 | ?

Other records follow.
SMILES | ST2 inh
O=C(/C=C/c1ccc([N+](=O)[O-])cc1)Nc1ccc(Cl)cn1 | i
COc1ccc(NC(=O)CN2CCN(Cc3ccccc3F)S2(=O)=O)c(OC)c1 | i
Cc1nccn1-c1ccc(NC(=O)C2CCCN(Cc3ccc4nonc4c3)C2)cc1 (stereo not given) | ?
CS(=O)(=O)NCCNCC(=O)Nc1ccc(Cl)cc1F | i
Cc1c(NC(=O)CSc2nccn2C)c(=O)n(-c2ccccc2)n1C | i
Cn1c(=O)c2c(nc(N3CCOCC3)n2CCSc2ncccn2)n(C)c1=O | ?
COc1cccc(NC(=O)c2cc3cc4cc(OC)ccc4nc3o2)c1 | ?
O=[N+]([O-])c1cc2c(cc1C=Nc1ccc(-c3nc4ccccc4o3)c(O)c1)OCO2 | i
O=C(NCc1nnc2n1CCCC2)c1ccc(C2CCCO2)s1 (stereo not given) | i
CCNC(=O)NC[C@@H]1C=C(C)[C@H](CC(=O)NCCN(C)C)C[C@H]1C(C)C | i
CCC(=O)N1CCN(c2nc(Cc3ccccc3)c3c(c2C#N)CC(C)(C)OC3)CC1 | i
CN(C(=O)N1CCN(C(=O)N(C)c2ccccc2)CC1)c1ccccc1 | i
CCC(=O)N1c2ccccc2-c2nnc(SC)nc2OC1c1ccsc1 (stereo not given) | ?
COc1ccc(CN2CCN(c3ccc(Cl)cc3)CC2)c(OC)c1C | i
O=C(Cn1cccn1)N1CCC2(CCCN(CC3CCCCC3)C2=O)C1 (stereo not given) | i
O=C(c1cnc2ccccc2n1)N1CCCc2ccccc21 | i
Cc1cc(C(=O)Nc2c(C)cc(Br)cc2C)ccc1[N+](=O)[O-] | i
c1ccc(CN2CCC(Nc3nncc(-c4cc5ccccc5o4)n3)C2)cc1 (stereo not given) | i
CCOc1ccc(-n2c(C)nc3c(cnn3-c3ccc(Cl)cc3)c2=O)cc1 | ?
CCn1ncc(CNC(=O)c2ccc([N+](=O)[O-])cc2Cl)c1C | ?
O[C@H]1CN[C@H](c2nc(-c3ccc(C(F)(F)F)cc3)no2)C1 | i
O=C(c1ccc(Cl)cc1)N1CCN(c2ccc([N+](=O)[O-])c(N3CCOCC3)c2)CC1 | i
O=C(Cc1ccccc1)Nc1ncc2c(n1)CC(c1ccco1)CC2=O (stereo not given) | i
Cc1ccc(-c2cc(N3CCN(S(=O)(=O)c4cc(F)ccc4F)CC3)ncn2)cc1 | i
CCCC(=O)Nc1cccc(OCc2cc(=O)n3ccc(C)cc3n2)c1 | i
The listing continues:
SMILES | ST2 inh
CCOc1ccc(C2Oc3c(cc(Br)cc3OC)C=C2[N+](=O)[O-])cc1OCC (stereo not given) | 43%*
O=C(Nc1ccc(-c2ccccc2)cc1)c1ccncc1 | i
O=C(CN1C(=O)C2C3C=CC(CC3)C2C1=O)N1CCN(c2ccccn2)CC1 (stereo not given) | i
CC1=C(C(=O)Nc2cccc(C)n2)C(c2ccccc2Cl)C2=C(CC(C)(C)CC2=O)N1 (stereo not given) | i
O=C(c1ccc(Cn2cnnn2)cc1)N1CCCC(Nc2ccc3c(c2)OCO3)C1 (stereo not given) | i
c1cn2c(NC3CCCC3)c(-c3ccsc3)nc2cn1 | ?
CCOc1cc(C2NC(=O)NC(C)=C2C(=O)OC(C)C)ccc1OCc1ccccc1 (stereo not given) | i
CC(=O)N1N=C(c2ccc(C)c([N+](=O)[O-])c2)OC1(C)C | ?
COc1cccc(C2c3[nH]c4ccccc4c3CCN2C(=O)C2=CCCC2)c1OC (stereo not given) | i
COc1ccc(Cl)cc1NC(=O)c1noc2c1CCC2 | i
O=C1CSC(c2ccc(Br)cc2)N1c1ccc(Br)cn1 (stereo not given) | i
CCOC(=O)N1CCN(C2CCCN(C(=O)c3cc(C)nc(C)n3)C2)CC1 (stereo not given) | i
O=C(CN1CCOCC1)OCCCC1CCCCC1 | i
CCCCNC(=O)c1cc(=O)[nH]c2ccc(S(=O)(=O)N3CCOCC3)cc12 | i
Cc1noc(C)c1CN(C)Cc1nc[nH]c1C | i
CCOc1ccc(Nc2nnc(C(C)(C)C)c(=O)[nH]2)cc1 | i
COCCCN1C(=O)N(Cc2ccc(OC)cc2)C(=O)C12CCN(Cc1cc3ccccc3[nH]1)CC2 | i
CC(=O)N1N=C(c2ccc(Cl)cc2)OC1(C)C | i
Cc1nc(C(=O)NC(c2ccccc2)c2nnc(N)s2)cs1 (stereo not given) | ?
Cc1cc(C(=O)NC(CCn2cncn2)c2ccccc2)nc(C)n1 (stereo not given) | i
COCCC(=O)N[C@H]1CC[C@]2(C)CCC([C@H](C)C(=O)NCCc3ccc(OC)c(OC)c3)[C@H](O)[C@H]2[C@@H]1C (stereo not given in full) | ?
Cc1cc(NC(=O)c2cc3nc(-c4ccco4)cc(C(F)(F)Cl)n3n2)no1 | ?
Cn1ccnc1SCC(=O)Nc1ncc(Br)cc1Br | ?

These rows are one share of the data (hit frequency here may not be typical).
